Assay outcomes: PubChem BioAssay, The Scripps Research Institute Molecular Screening Center
OX1R antag-1: OX1R (human) antagonism; inhibition, % at 6.6 µM; 330,000 tested, 1.8% active; AID 485270; OX1R-expressing cells, FRET antagonist read-out; in the data active = inhibition mostly above about 38%, no sharp cut-off; inactive = mostly below about 40%;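 also: 0% = agonist challenge alone and 100% = reference antagonist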
Target sequence (O43613 whole entry, looked up): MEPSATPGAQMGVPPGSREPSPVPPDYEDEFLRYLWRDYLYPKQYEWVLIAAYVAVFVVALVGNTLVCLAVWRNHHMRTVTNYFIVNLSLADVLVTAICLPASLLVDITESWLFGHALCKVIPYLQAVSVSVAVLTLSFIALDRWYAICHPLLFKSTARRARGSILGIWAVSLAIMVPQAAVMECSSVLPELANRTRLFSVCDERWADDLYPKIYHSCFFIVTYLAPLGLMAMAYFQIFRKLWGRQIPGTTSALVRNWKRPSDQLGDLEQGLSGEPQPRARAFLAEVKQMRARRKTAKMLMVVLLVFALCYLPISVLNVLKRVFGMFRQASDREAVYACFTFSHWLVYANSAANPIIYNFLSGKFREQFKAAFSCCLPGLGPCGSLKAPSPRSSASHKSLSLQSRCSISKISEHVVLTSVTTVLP
OX1R antag-2: antagonists of human orexin 1 receptor. O43613. CHO/OX1R cells, Fluo-8 calcium fluorescence, orexin A. inhibition, % at 5 µM. 330,000 tested, 0.43% active. AID 434989;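 active = inhibition above its plate's threshold, mean inhibition of all tested compounds on the plate plus 3 SD, cut at about 37% in these data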;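 also: 0% = orexin A challenge wells and 100% = SB-334867-A antagonist wells; not every result past the cut was called active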
* marks the source's active call; other numbers are inactive results. Hits appear at their usual frequency. Share with any hit: about 2%.

The opening 2 entries (preview)
OX1R antag-1	OX1R antag-2	smiles
18	-27	COc1ccc(N(C(=O)c2ccco2)C(C(=O)NC2CCCC2)c2ccc(N3CCOCC3)cc2)c(OC)c1 (configuration not stated)
11	-4	CCOC(=O)CSc1ccc(C(=O)Nc2ccc(Cl)cc2)cn1

Results, previewed entries included:
OX1R antag-1	OX1R antag-2	smiles
18	-27	COc1ccc(N(C(=O)c2ccco2)C(C(=O)NC2CCCC2)c2ccc(N3CCOCC3)cc2)c(OC)c1 (configuration not stated)
11	-4	CCOC(=O)CSc1ccc(C(=O)Nc2ccc(Cl)cc2)cn1
17	-29	CC(Oc1ccc(F)cc1)C(=O)Nc1cc(C(F)(F)F)ccc1-n1cncn1 (configuration not stated)
7	13	Cc1cc(SCC(=O)N(CC(C)C)c2c(N)n(CC(C)C)c(=O)[nH]c2=O)nc2ccccc12
6	-14	COc1ccnc(CN(C)C(=O)C2CCC(=O)N(CCN(C)C)C2)c1 (configuration not stated)
10	-22	CCCCCc1cc(=O)oc2c(C(CCN3CCCC(C)C3)c3ccc(N(C)C)cc3)c(OC)cc(OC)c12 (configuration not stated)
2	14	O=C(O)C(C(O)c1ccccc1)[n+]1ccccc1 (configuration not stated)
8	-43	CCOc1ccc(Br)cc1C(=O)N/N=C/c1ccccn1
1	-12	CC(=O)C1=C(C)Nc2ncnn2C1c1cccc(O)c1 (configuration not stated)
18	3	Cc1scc(C(=O)N/N=C/c2ccco2)c1C
10	-20	O=C(Nc1nccs1)NC1CCCCC1
0	-14	O=C(NCCc1ccccc1)C1CCN(c2ncccn2)CC1
20	-6	CC(C)=CCc1c(C)nc2ccccc2c1C(=O)O
28	-8	O=c1c(-c2ccc3c(c2)OCCO3)coc2c(CN3CCOCC3)c(O)ccc12
12	-6	CC(C)[C@H](NC(=O)N1CCn2c1nc1ccccc12)C(=O)NCc1ccccc1Cl
15	-27	CCC(CC)C(=O)NCCc1cc2ccc(C)cc2[nH]c1=O
38	-10	Cc1ccc(OCCN2C(=O)c3ccccc3C2=O)c([N+](=O)[O-])c1
6	-16	COCCn1c(CN2CCN(C(=O)c3ccco3)CC2)nc2c1c(=O)n(C)c(=O)n2C
3	-6	CCN(CC)C(=O)CN1CCC(c2nc3cc(C)c(C)cc3[nH]2)CC1
14	-8	COc1ccc(NC(=O)C2CCCN2C(=O)NC2CCCCC2)cc1 (configuration not stated)
-3	-2	COc1ccc(-n2c(SC)nc(O)cc2=O)cc1
9	-17	Cc1cc(C)c2nc(Cl)c(Cl)nc2c1
2	-9	CC(C)(C)OC(=O)C[C@@H]1C/C=C\C[C@H](CC(=O)NCCO)C(=O)N[C@@H](Cc2ccccc2)COC1=O
28	-15	COc1cc(NS(=O)(=O)c2ccc(NC(=O)CSC3=NCCS3)cc2)nc(OC)n1
7	-21	C=CCn1c(=O)c2ccccc2n2c(SCc3nc4ccccc4s3)nnc12
-1	-15	NC(=O)CSc1nnc(-c2ccco2)n1N
20	-2	Cc1ccccc1CN(C)Cc1cc(=O)oc2c(C)c(C)ccc12
14	-1	CCOC(=O)Nc1ccc(C)cc1C
8	-5	COc1ccccc1CNc1cc(C)ccn1
13	-1	CCCn1nc(C(=O)NNC(=O)c2cccc(C)c2)c2ccccc2c1=O
13	-4	COc1ccc(/C=C2\C(=O)NCC(=O)N2Cc2ccccc2)cc1
-6	-5	Cc1ccccc1C(=O)NC1CCSC1=O (configuration not stated)

Profiles, quoted from the list. Values in the order: OX1R antag-1	OX1R antag-2
NC(=O)CSc1nnc(-c2ccco2)n1N is listed with -1	-15
C=CCn1c(=O)c2ccccc2n2c(SCc3nc4ccccc4s3)nnc12 is listed with 7	-21

Next section:
OX1R antag-1	OX1R antag-2	smiles
8	1	CNC(=O)Cn1c(=O)n(C)c2ccccc21
11	-14	Cc1cc(C)c(C#N)c(=N)o1
81*	8	CCOc1ccc2c(c1)S/C(=C\c1cccs1)C(=O)N2
12	-13	CN(CCNC(=O)Cn1c(=O)sc2ccccc21)Cc1ccccc1
59	22	Cc1cc(N2CCN(c3ccccc3)CC2)nc(-c2ccccc2)n1
13	-25	O=C(Nc1cccc(-c2cccc(F)c2)c1)C1CCN(Cc2ccc(CO)o2)CC1
9	-3	O=C(CN1C(=O)NC2(CCCCCC2)C1=O)Nc1ccc(Br)cc1Br
8	-10	O=C(Nc1nnc(C2=COCCO2)o1)c1ccc(Cl)cc1
35	-38	CCOc1ccccc1/C=N\Nc1cnn(Cc2ccccc2)c(=O)c1Cl
35	-6	O=C(CCc1ccccc1)Nc1ccccc1[N+](=O)[O-]
19	-1	Cc1ccc(-c2csc(NC(=O)COc3ccc(N(C)S(=O)(=O)c4ccc(C)cc4)cc3)n2)cc1
16	-12	CCOC(=O)c1cccc(S(=O)(=O)N(CCO)Cc2cc3cc(OC)c(OC)cc3[nH]c2=O)c1
10	-48	Cc1ccc(C2=NS(=O)(=O)N(C)C(C(=O)N(C)C3CCCCC3)=C2)cc1
18	-26	Cc1ccc(SCCC(=O)NC(C(C)C)C(C)C)cc1
-6	-27	CCOc1ccc(C2C(C(=O)OC)=CN(C(C)c3ccccc3)C=C2C(=O)OC)cc1 (configuration not stated)
7	-37	CCNC(=S)N(Cc1cc2cc(C)cc(C)c2[nH]c1=O)C1CCCC1
28	-15	Cc1cc(SCC(=O)c2cccs2)nc2ccccc12
13	-13	O=C(c1ccco1)n1nc(-c2ccccc2)nc1NCc1ccco1
3	1	CCC1CCCCN1CCCNC(=O)CN1C(=O)COc2ccc(S(=O)(=O)N3CCC(C)CC3)cc21 (configuration not stated)
10	-7	C=CC(=O)Nc1ccc(Br)cc1
27	-12	C1CCc2nnc(C3CC3)n2CC1
12	-12	CN(C)N=Nc1ccc(-c2cn(Cc3ccccc3)cn2)cc1
8	-15	Cc1c(NC(=O)c2ccc(Cl)nc2)cccc1-c1nc2cccnc2s1
7	-21	Cc1cc(C)cc(-n2nnc(C(=O)NCc3ccco3)c2N)c1
13	-5	O=C(COC(=O)CCNS(=O)(=O)c1ccccc1)NNC(=O)c1ccccc1
6	15	CCN(CC)S(=O)(=O)c1ccc(NC(=O)COc2cccc(-n3cnnn3)c2)cc1
10	-1	CCN(CC)CCNC(=O)c1cn(C)c2ccc(S(=O)(=O)N(C)C3CCCCC3)cc2c1=O
14	-17	CCC(Sc1ccc2nnc(-c3ccc(F)cc3)n2n1)C(=O)OC (configuration not stated)
11	-13	CC(Sc1nnc(COc2ccc([N+](=O)[O-])cc2)n1-c1ccccc1)C(=O)O (configuration not stated)
11	8	COc1cccc(-c2nnc(-c3ccc(C(F)(F)F)cc3)o2)c1
11	-8	CCN(c1cccc(C)c1)C(C(=O)Nc1ccc(OC)cc1)c1cc2c(cc1[N+](=O)[O-])OCO2 (configuration not stated)
15	-22	COCCNC(=O)COC(=O)c1nsc(Cl)c1Cl
19	-37	Cc1ccc(C(=O)Nc2ccccc2SCC2CSc3nc4ccccc4c(=O)n32)cc1 (configuration not stated)
12	-20	CCOc1ccc(S(=O)(=O)N2CCC(C(=O)N3CCOCC3)CC2)cc1C
6	-7	CCCS(=O)(=O)N1CCC(C(=O)Oc2ccc(OC)cc2)CC1
8	-10	CCOCCCn1c(=NC(=O)c2ccc(OC)c(OC)c2)c(C#N)cc2c(=O)n3cccc(C)c3nc21
2	-8	O=C(COc1ccccc1)N1CCN(S(=O)(=O)Cc2ccccc2)CC1
11	-9	COC(=O)C1C(=O)c2c([nH]c(C(=O)OCCSC)c2C)CC1C (configuration not stated)
3	-37	Cc1ccc(NC(=O)/C(C#N)=C/c2ccc(C)s2)c(C)c1
26	-4	Cn1c(SCC(=O)N2CCc3ccccc32)nnc1C1CC1

Sorted by value in OX1R antag-1 (descending): some entries from above
OX1R antag-1	OX1R antag-2	smiles
26	-4	Cn1c(SCC(=O)N2CCc3ccccc32)nnc1C1CC1
8	-10	CCOCCCn1c(=NC(=O)c2ccc(OC)c(OC)c2)c(C#N)cc2c(=O)n3cccc(C)c3nc21
6	-7	CCCS(=O)(=O)N1CCC(C(=O)Oc2ccc(OC)cc2)CC1

(further entries)
OX1R antag-1	OX1R antag-2	smiles
13	-7	COc1ccc(Cc2nnc(NC(=O)C(C)C)s2)cc1
8	9	CN(Cc1cc2ccccc2[nH]c1=O)S(C)(=O)=O
15	-10	O=C(c1cc(-c2ccccc2)on1)N1CCCCCC1
20	-6	CN(C(=O)c1ccc2c(c1)OCO2)C1(C)CCS(=O)(=O)C1 (configuration not stated)
-1	-28	CC(=O)N/C(=C\c1ccccc1)C(=O)OC(C)C(=O)Nc1ccccc1F (configuration not stated)
13	-13	CC(Cl)C(=O)N1c2ccccc2CCc2ccccc21 (configuration not stated)
9	-21	O=C(NC1CCCc2ccccc21)c1ccccc1 (configuration not stated)
5	10	CC1Sc2ccc(S(=O)(=O)N3CCC(C(=O)N4CCN(C)CC4)CC3)cc2NC1=O (configuration not stated)
8	-3	Cc1nnc(CN(C)C(=O)c2cc(COc3ccc(F)cc3Cl)on2)o1
8	2	COCCNC(=S)N/N=C(\C)c1ccc(O)cc1
9	-19	CCc1nnc(NC(=O)CSc2nnc(CNc3ccc(C)cc3)n2C)s1
17	-6	Cc1ccc(COc2ccc3c(c2)OCO3)cc1
10	-2	Clc1cccc(-c2ccc(CNCCCN3CCOCC3)o2)c1
-2	-8	Cc1nnc(SCC(=O)N2CCCCC2)s1
32	-17	COc1cccc([C@@H]2CC=C(C(=O)O)[C@H](c3ccccc3F)N2S(=O)(=O)c2ccc(C)cc2)c1
3	-18	O=C(COC(=O)C1CC1)Nc1ccc(Cl)cc1Cl
3	4	O=c1c2ccccc2nc(SCc2ccc([N+](=O)[O-])cc2)n1CCCO
40	-18	O=C(c1cccnc1)N1c2ccccc2Sc2ccccc21
3	-6	Cc1ccc(S(=O)(=O)N(C)C)cc1NC(=O)COC(=O)C1COc2ccccc2O1 (configuration not stated)
22	-3	O=C(N/N=C/c1cccc(Br)c1)c1ccc(N2CCCC2=O)cc1
16	-12	CCN1C(=O)[C@H]2[C@@H](c3ccc(-c4ccc(OC)cc4)c(OC)c3)N[C@@](CC(C)C)(C(=O)OC)[C@H]2C1=O
20	-13	O=C1c2cccc3cccc(c23)C(=O)N1Cc1cccnc1
29	-17	N=C1/C(=C/c2cccn2-c2ccc([N+](=O)[O-])cc2)C(=O)N=C2SC=CN12
8	-43	O=C(CSc1nnc(-c2ccccc2)o1)N1CCN(c2ccccc2)CC1
2	-19	C[C@H](CO)N1C[C@H](C)[C@@H](CN(C)Cc2ccc(Cl)c(Cl)c2)Oc2c(NS(=O)(=O)c3ccc(F)cc3)cccc2C1=O
12	-12	O=C(Nc1ccccc1C(=O)NCc1ccccc1)c1ccco1
1	-9	COc1ccc(-c2csc3ncnc(NCCO)c23)cc1
11	-13	O=S(=O)(c1ccc(Cl)s1)N1CCN(c2ncccn2)CC1
32	-9	CC1CC(Nc2cccc(O)c2)=CC(=O)O1 (configuration not stated)
31	-26	CC(OC(=O)Cc1n[nH]c(=O)c2ccccc12)C(=O)Nc1ccc(Cl)cn1 (configuration not stated)
9	-10	O=C(Nc1ccc(Cl)cc1N1CCOCC1)C1CCCO1 (configuration not stated)
5	-6	Cc1nn(CC(=O)NC(C)c2ccccc2)c(=O)c2ccccc12 (configuration not stated)

Reprinted from the part before: two compounds, then new ones.
OX1R antag-1	OX1R antag-2	smiles
9	-10	O=C(Nc1ccc(Cl)cc1N1CCOCC1)C1CCCO1 (configuration not stated)
5	-6	Cc1nn(CC(=O)NC(C)c2ccccc2)c(=O)c2ccccc12 (configuration not stated)
15	-27	CCCN(CCC)C(=S)NC(=O)c1ccc(Cl)cc1Cl
11	-9	C/C(=N/NC(=O)c1cc2ccccc2cc1O)c1ccco1
10	-12	COc1ccc(-c2ccc(C(=S)N3CCN(C(C)=O)CC3)o2)cc1
31	-7	Cc1cc(=O)[nH]c(N/N=C/c2c(C)nn(-c3ccccc3Cl)c2Cl)n1
27	1	O=C(Nc1cccc(F)c1)/C(=C\c1ccco1)NC(=O)c1cccs1
32	6	CC1CN(c2ccc([N+](=O)[O-])cc2F)CCN1C(=O)c1ccco1 (configuration not stated)
36	-14	CC1CN(Cc2nc3ccccc3c(=O)[nH]2)CC(C)O1 (configuration not stated)
1	0	CCOc1ccc(N(CC(=O)Nc2cccc(OC)c2)S(C)(=O)=O)cc1
21	-15	COc1ccc2[nH]c(=O)c(CNC3CCCCC3)cc2c1
24	-16	CCS(=O)(=O)c1ccc(-c2cccc(NC(=O)c3ccc(Br)o3)c2)nn1
23	-3	O=C(Nc1cccc(F)c1)Nc1cnccn1
12	-21	Cc1ccc(CNC(=O)CCS(=O)(=O)c2ccc3nc(C)sc3c2)cc1
10	-11	CCCC(=O)Oc1cccc(C2NC(=O)c3ccccc3O2)c1 (configuration not stated)
30	-22	O=C(CCN1C(=O)c2ccccc2C1=O)C1=NN[C@@H]2C(=O)N(c3cccc(F)c3)C(=O)[C@H]12
